# Screening data from PubChem BioAssay.
# TDP1 block: inhibitors of human tyrosyl-DNA phosphodiesterase TDP1. recombinant TDP1, AlphaScreen DNA substrate cleavage. 350,000 compounds, 0.28% hits. Q9NUW8. Potency, µM (series often up to 130 µM), for the others: at the top dose activity change, negative = inhibition, hits mostly inhibitors. AID 485290; further: nearly all actives have a fitted effect of over 40% in size
# Target sequence (Q9NUW8 whole entry, looked up): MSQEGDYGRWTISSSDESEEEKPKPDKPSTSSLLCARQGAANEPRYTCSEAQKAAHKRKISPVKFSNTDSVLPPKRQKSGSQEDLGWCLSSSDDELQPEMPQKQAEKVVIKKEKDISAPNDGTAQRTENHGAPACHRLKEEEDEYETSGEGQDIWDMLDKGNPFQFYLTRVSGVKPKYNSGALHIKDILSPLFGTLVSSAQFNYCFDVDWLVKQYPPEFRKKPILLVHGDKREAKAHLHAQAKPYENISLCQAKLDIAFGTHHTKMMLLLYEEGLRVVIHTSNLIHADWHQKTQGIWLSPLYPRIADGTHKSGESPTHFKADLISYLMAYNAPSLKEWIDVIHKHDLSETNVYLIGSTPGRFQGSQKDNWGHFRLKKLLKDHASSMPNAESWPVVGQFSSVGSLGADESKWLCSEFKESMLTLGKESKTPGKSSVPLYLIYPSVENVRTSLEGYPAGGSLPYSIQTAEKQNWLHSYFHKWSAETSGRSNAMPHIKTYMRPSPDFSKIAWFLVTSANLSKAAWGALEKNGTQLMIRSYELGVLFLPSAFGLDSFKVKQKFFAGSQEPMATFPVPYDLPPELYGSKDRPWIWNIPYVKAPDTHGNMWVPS
#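 Recombinant human Tdp1 (E. coli-expressed, 1 nM final) preincubated with compounds 15 min at room temperature, then 5'-biotin/3'-phosphotyrosine-FITC DNA substrate (15 nM final) added for 5 min. AlphaScreen beads (10 ug/ml final) added 10 min; cleavage lowers signal.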
# TDP1 cell noCPT: qHTS for Inhibitors of human tyrosyl-DNA phosphodiesterase 1 (TDP1): qHTS in cells in absence of CPT. DT40 Tdp1-/- hTDP1 cells, no CPT, ATP luminescence, 48 h. Potency, µM (top dose mostly 46.2 µM), for the others: top-dose activity change, negative = growth inhibition, actives largely listed as inhibitors. 420,000 compounds, 15% hits; further: nearly all actives have a fitted effect of over 55% in size
#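 A cellular qHTS used chicken DT40 cells lacking endogenous Tdp1 but carrying stably transfected human TDP1. Compounds were applied without camptothecin, and cell growth kinetics were judged by ATP-dependent luminescence after ≥48 hr.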
# N370S GC mod: inhibitors or activators of N370S glucocerebrosidase for Gaucher disease. N370S GC spleen homogenate, 4MU-glucoside fluorescence. 330,000 compounds, 0.092% hits. AID 2101. Potency, µM (series often up to 59.4 µM), without a hit: top-dose activity change, negative = inhibition, most hits filed as inhibitors;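 further: 0% = full enzyme activity and -100% = no enzyme basal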
# * = called active by the depositor; u = inconclusive; x = no result given; & = joins results of further samples; [ ] = remark or other dose. The call rests on the fitted dose curve; in most records, active means well fitted curve in the direction sought with a large enough effect; inconclusive means small, poorly fitted or top-dose-only effect, or another doubt; inactive means no such curve, though single readings can be large; an effect the other way counts as inactive or inconclusive. Unless noted, on the % scale 0 is the no-effect control and ±100 the full control effect; potency means the concentration at half of the fitted maximal effect. These rows are one share of the data; count on the stated rates, not on these rows.
SMILES,TDP1 block,TDP1 cell noCPT,N370S GC mod
COc1ccc(CCNC(=O)CN2C(=O)CSc3ccc(S(=O)(=O)N4CCOCC4)cc32)cc1OC,0%,-3%,-2%
Oc1ccc(-c2n[nH]c(=S)n2-c2ccc3c(c2)OCCO3)c(O)c1,u,u,-8%
COc1cc(Cl)c(C)cc1NC(=O)Cn1c(NCCO)nc2ccccc21,4%,u,-17%
COc1ccc(NC(=O)c2ccc3c(=O)n(-c4ccc(OC)cc4OC)c(=S)[nH]c3c2)c(OC)c1,5%,21µM*,-7%
CC(Oc1ccc(Cl)cc1)C(=O)Nc1ncccn1 (stereo not given),10%,-16%,-25%
NC(=O)C1(N2CCCCC2)CCN(S(=O)(=O)c2ccc(Cl)s2)CC1,1%,-23%,-4%
CC(=O)Nc1ccc(S(=O)(=O)N2CCC(NC(C)=O)(c3cccc(F)c3)CC2)cc1,0%,-8%,-2%
Cc1cccc(OCc2ccc(C(=O)Nc3ccc(F)cc3)cc2)c1,1%,-18%,5%
CCOc1ccc(OCCC(=O)N(CC)CC(=O)NCc2ccc(Cl)cc2)cc1,-12%,u,-5%
Cc1cc(-c2ccc(S(=O)(=O)Nc3cccc(Cl)c3C)cc2)on1,8%,6.5µM*,x
CN(C(=O)COc1ncnc2sccc12)c1ccccc1,5%,2%,0%
N#CC1=C(N)OC2=C(C(=O)CCC2)C1c1cc2c(cc1Cl)OCO2 (stereo not given),x,-13%,5%
O=C(c1cnccn1)N1CCC2(CCN(Cc3ccccc3)CC2)CC1,x,-15%,7%
COC(=O)CCn1nnc(-c2cccs2)n1,6%,-8%,1%
CCCCC1(C)NC(=O)N(CC(=O)Nc2ccc(S(=O)(=O)N3CCOCC3)cc2)C1=O (stereo not given),-8%,-23%,14%
O=C(Nc1ccccc1)c1cccc(S(=O)(=O)NCc2ccco2)c1,2%,-24%,7%
O=C(CCCN1CCN2CCCC2C1)c1ccc(F)cc1 (stereo not given),7%,-27%,x
COc1ccc(C)cc1Nc1n[n+](-c2ccccc2)c(-c2ccc(OC)c(OC)c2OC)s1,x,18µM*,1%
Nn1c(SCC(=O)N2CCN(S(=O)(=O)c3ccccc3)CC2)nnc1-c1cccs1,2%,-7%,-5%
Cn1c(COc2ccccc2Br)nc2ccccc21,2%,u,26%
Cc1ccc(-n2nc(C)c3c(C(=O)Nc4ccc(Br)c(C)c4)cc(C)nc32)cc1,-1%,u,x
O=C(Nc1cccc2ncccc12)c1ccc([N+](=O)[O-])o1,0%,16µM*,-6%
COc1ccc(C2SCC(=O)N2c2c(C)n(C)n(-c3ccccc3)c2=O)cc1 (stereo not given),2%,-11%,4%
Cc1coc2c1c(C)cc1oc(=O)c(CC(=O)NCCCCCC(=O)O)c(C)c12,x,0%,u
Cc1ccc(N(CC(=O)NCc2cccnc2)S(C)(=O)=O)cc1C,0%,1%,1%
CCOC(=O)c1cnn(-c2nc(C)cc(C)n2)c1N,1%,-8%,-1%
C[C@@]1(C(NC(=O)c2ccc(-c3ccccc3)cc2)c2ccc(Cl)cc2)C[C@H]1C1CCCCC1 (stereo not given in full),2%,x,1%
CN(C)CCCN1C(=O)c2cccc3cccc(c23)C1=O,1%,u,-14%
O=C1C=C(c2ccc(Cl)cc2)OC2(CCCC2)O1,5%,-1%,10%
Cc1cccc(NC(=O)c2cc(Cl)nc3ccccc23)n1,6%,u,7%
O=C(c1cnn2c(C(F)F)cc(-c3ccccc3)nc12)N1CCCc2ccccc21,2%,u,16%
COCc1ccc(CN2CCCC(CO)(Cc3cccc(OC)c3)C2)o1 (stereo not given),4%,-43%,-2%
Cc1cccc(C(=O)NNC(=O)CCC(=O)Nc2cccc(Cl)c2C)c1,0%,u,-1%
CCOC(=O)C1(Cc2cccc(Cl)c2)CCCN(C(=O)c2ccc(C)nc2)C1 (stereo not given),x,u,2%
C#CCOCCOCCOCCNc1nc(N2CCN(C(=O)[C@H](CCC(=O)O)n3cc(C(N)[C@H](C)CC)nn3)CC2)nc(N2CCN(C(=O)[C@H](Cc3ccc(O)cc3)n3cc(C(N)[C@H](C)CC)nn3)CC2)n1 (stereo not given in full),1%,-2%,-2%
O=C(O)C(Cc1c[nH]c2ccccc12)NS(=O)(=O)c1ccc(Cl)c(C(F)(F)F)c1 (stereo not given),x,0%,9%
Clc1ccc(NCn2cncn2)nc1,-1%,-7%,0%
CCCC(=O)Nc1ccc(C(=O)NNC(=O)c2ccco2)cc1,-10%,-1%,0%
CC1CCCC(NC(=O)C2CCC(CNc3c(N4CCCC4)c(=O)c3=O)CC2)C1C (stereo not given),x,-10%,0%
COc1cc(/C=C/C(=O)O)cc(S(=O)(=O)Nc2cc(Cl)c(Cl)cc2Cl)c1OC,6%,u,-11%

# Of the compounds above, these contain a furan ring, fused or not:
SMILES,TDP1 block,TDP1 cell noCPT,N370S GC mod
O=C(Nc1ccccc1)c1cccc(S(=O)(=O)NCc2ccco2)c1,2%,-24%,7%
O=C(Nc1cccc2ncccc12)c1ccc([N+](=O)[O-])o1,0%,16µM*,-6%
Cc1coc2c1c(C)cc1oc(=O)c(CC(=O)NCCCCCC(=O)O)c(C)c12,x,0%,u
COCc1ccc(CN2CCCC(CO)(Cc3cccc(OC)c3)C2)o1 (stereo not given),4%,-43%,-2%
CCCC(=O)Nc1ccc(C(=O)NNC(=O)c2ccco2)cc1,-10%,-1%,0%

# Remaining list, next part:
SMILES,TDP1 block,TDP1 cell noCPT,N370S GC mod
Cc1nn(Cc2cccc(F)c2)c(C)c1NC(=O)c1c(Cl)cnn1C,8%,u,7%
CCc1ccccc1Nc1nc(N)nc(COC(=O)c2cccn2C)n1,7%,-18%,0%
CCCCN1CNC(=S)N(c2cc(C)ccc2C)C1,-3%,0%,x
COc1ccc(C(CNC(=O)COc2ccc(Cl)cc2C)N2CCCCC2)cc1 (stereo not given),3%,-23%,-1%
CCOC(=O)c1cc(-c2ccc(OC)cc2)n(CCC(=O)NCCN2CCC(C)CC2)c1C,4%,u,-14%
Cc1cnc(C(=O)NC(C)CCc2ccccc2)cn1 (stereo not given),3%,-5%,-12%
O=C(Nc1ccc2c(c1)OCCO2)c1oc2ccccc2c1NC(=O)C1CC1,5%,u,12%
COCCn1c(SCC(=O)N(C)c2ccccc2)nc2c([nH]c3ccccc32)c1=O,1%,1%,8%
CCOC(=O)N1CCC(Nc2c(NCCCN(CC)Cc3ccccc3)c(=O)c2=O)CC1,3%,-8%&7%,-6%
CCOc1ccccc1-n1c(=S)sc2c(=O)n(-c3ccc(F)cc3)c(SCC(=O)O)nc21,x,28%,-7%
Cc1cc(C)c(C)c(S(=O)(=O)NCc2ccc(C(=O)N3CCCCC3)cc2)c1C,3%,u,u
C#CCOCCOCCOCCNc1nc(N2CCN(C(=O)CCCCCCCCCCNC(=O)Cn3cc(C[C@@H](C)O)nn3)CC2)nc(N2CCN(C(=O)CCCCCCCCCCNC(=O)[C@H](CCCN=C(N)N)n3cc(C[C@@H](C)CC)nn3)CC2)n1,9%,16µM*,2.8µM*
Cc1cc(C(=O)CSc2nnnn2-c2ccccc2)c(C)n1CC1CCCO1 (stereo not given),-3%,u,9%
Cc1cc(OCC(O)CN2CCc3ccccc3C2)cc(C(C)C)c1 (stereo not given),x,u,u
Cn1c(=N)n(CC(=O)C(C)(C)C)c2ccccc21,5%,-49%,u
COC(=O)C1=C(NC(=O)c2ccccc2C)CCS1,10%,-5%,10%
CCOC(=O)c1cc(-c2csc(COc3ccccc3)n2)on1,-5%,-15%,-3%
Cc1cc(C)cc(NC(=O)COC(=O)Cn2cnc3c2c(=O)n(C)c(=O)n3C)c1,5%,3%,x
COCC(C)n1c(SCC(=O)NCCC2=CCCCC2)nc2ccccc2c1=O (stereo not given),6%,u,u
NS(=O)(=O)c1ccc2nc(NC(=O)CS(=O)(=O)c3ccccc3)sc2c1,1%,8%,-27%
COc1cc(/C=C2\SC(=O)N(c3cccc(Cl)c3)C2=O)cc([N+](=O)[O-])c1O,6%,-18%,7%
CCN(CC(=O)NCc1cccs1)CC(=O)Nc1ccc(C(N)=O)cc1,0%,2%,x
CCc1nc(N2CCN(S(C)(=O)=O)CC2)c2c3c(sc2n1)CCCC3,6%,u,3%
CCC(=O)Nc1ccc(C(=O)NNC(=O)c2cccs2)cc1,2%,0%,0%
CC(C)CCNC(=O)c1ccc(Cn2c(=O)c3cccn3c3cccnc32)cc1,-10%,0.52µM*,x
CCn1c(SCC(=O)N2CCN(C(=O)c3ccco3)CC2)nnc1C(C)C,-2%,-4%,-5%
COC(=O)c1ccc(NC(=S)Nc2ccccc2)cc1,0%,u,-1%
ON1C(c2ccccc2C(F)(F)F)N(O)[C@H]2CCCC[C@H]21 (stereo not given in full),u,-10%,-1%
CCCCC(=O)N/N=C(C)/C=C/c1ccccc1F,6%,u,27%
O=C(Nc1ccc(F)cc1)C1CCN(C(=O)c2ccc(F)cc2)CC1,-2%[56.1 µM],1%,x
CCOc1ccccc1C(=O)NCc1ccc2c(c1)CCN2C(C)=O,1%,1.6µM*,x
Cc1ccc(NS(=O)(=O)c2c(C(=O)N3CCOCC3)c(C)n(C)c2C)cc1,-1%,1%,-14%
CCC(=O)N(C)CCc1cc2c(c(OC)c1/C=N/NC(=O)c1ccncc1)OCO2,5%,-11%,-10%
COc1ccc(NS(=O)(=O)c2ccc(N)cc2)nn1,7%,-28%[21.1 µM],-2%
Cc1ccc(NC(=O)C2CCN(S(=O)(=O)c3ccc4c(c3)C(C)(C)C(=O)N4C)CC2)c(C)c1,x,-28%,-8%
CCC(OC(=O)C(NC(=O)c1ccccc1)c1ccccc1)C(=O)Nc1cc(C)on1 (stereo not given),0%,-11%,10%
O=C(CSCc1ccc(Cl)cc1)Nc1ccc(O)cc1C(=O)O,x,-16%,5%
O=C(CCN1C(=O)C2C3C=CC(C3)C2C1=O)Nc1ccc(F)cc1 (stereo not given),1%,-5%,3%
COc1cc([C@@H]2CC=C(C(=O)O)[C@H](c3ccccc3F)N2S(=O)(=O)c2ccc(C)cc2)cc(OC)c1OC,-4%,0%,0%
CC(=O)NC(C)C12CC3CC(CC(CC(=O)O)(C3)C1)C2 (stereo not given),9%,-15%,4%

# Next section; it opens with the four that closed the last part.
SMILES,TDP1 block,TDP1 cell noCPT,N370S GC mod
O=C(CSCc1ccc(Cl)cc1)Nc1ccc(O)cc1C(=O)O,x,-16%,5%
O=C(CCN1C(=O)C2C3C=CC(C3)C2C1=O)Nc1ccc(F)cc1 (stereo not given),1%,-5%,3%
COc1cc([C@@H]2CC=C(C(=O)O)[C@H](c3ccccc3F)N2S(=O)(=O)c2ccc(C)cc2)cc(OC)c1OC,-4%,0%,0%
CC(=O)NC(C)C12CC3CC(CC(CC(=O)O)(C3)C1)C2 (stereo not given),9%,-15%,4%
CCN1C(=NCC2CC2)N[C@@H](c2ccccc2)C(C(=O)OC)=C1C,-2%,u,3%
COc1ccc(S(=O)(=O)N2CCC(c3cc(-c4cccc5ccccc45)n[nH]3)CC2)cc1,5%,u,-7%
CC(C)=CC(=O)NCCc1ccccc1,4%,-13%,2%
CC(=O)c1cccc(NC(=O)c2cccc(S(=O)(=O)N3CCOCC3)c2)c1,13%[0.0935 µM],-21%,-4%
COc1ccccc1CN(C(=O)CNC(=O)c1ccco1)C(C(=O)NCC1CCCO1)c1ccc(OC)c(OC)c1 (stereo not given),0%[0.0935 µM],0%,-7%
COC(=O)c1cc(=O)c(O)c2c(O)c(O)ccc2c1,x,u,-8%
Cc1ccc(OCC(=O)Nc2cccc(C(=O)OCc3cc(=O)n4c(C)csc4n3)c2)cc1,1%,u,x
OCCCCc1nccc2c1[nH]c1ccccc12,5%,-25%,-1%
CCOC(=O)N1CCC(NC(=O)CS(=O)(=O)Cc2nc(-c3ccccc3Cl)oc2C)CC1,1%,5%,-4%
CC(=O)N1c2ccc(S(=O)(=O)NCC3CCC(C(=O)Nc4cccc(C)c4C)CC3)cc2CC1C (stereo not given),-5%,21µM*,x
Cc1cc(C)c2oc(C(=O)Nc3nc4ccc(Cl)cc4s3)cc(=O)c2c1,1%,7%,x
CC(=O)c1nnn(-c2c(F)cccc2F)c1C,-3%,-11%,0%
Cc1ccc(NC=C(S(=O)(=O)c2ccccc2)S(=O)(=O)c2ccccc2)cc1,5%,u,10%
Cc1cc(C)cc(NC(=S)/C(=C(\[O-])c2ccc(Cl)s2)[n+]2cccc(C)c2)c1,1%,21µM*,5%
Cc1ccc(S(=O)(=O)NCCc2csc3nc(-c4ccccc4F)nn23)cc1C,5%,u,x
Cn1cnc2c(=O)[nH]cc([N+](=O)[O-])c21,7%,-4%,-10%
CCCCSc1nc2[nH]ncc2c(=O)[nH]1,3%,-26%,0%
CCOC(=O)c1c(C)nc2c(c(SC)nn2-c2ccccc2)c1N,-2%,-7%,0%
